Screening data: PubChem, several laboratories
Yfh1-off respiration: enhancers of respiration in Yfh1-depleted yeast, dose response, Friedreich's ataxia, plus single-dose screen (AID 1465) | S. cerevisiae Yfh1-off respiration, WST-1 reduction, 72 h; higher fold induction means a stronger effect | actives 0.074% (n = 220,000) | fold induction at 50 µM; hits with a dose series show EC50 in µM;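 active means fold induction of absorbance versus untreated yeast above a set limit, then at least 30% activation at any dose in follow-up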;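 further: activators that raise dye reduction in frataxin-depleted yeast; strong numbers were not always called active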
LYP phosphatase: PTPN22 lymphoid phosphatase activity blockers – biochemical, fluorescence intensity, uHTS (AID 1779); actives 0.054% (n = 290,000); recombinant LYP phosphatase, fluorescence intensity; higher % means a stronger effect; one-dose inhibition, % at 11.5 µM; IC50 in µM for titrated hits; in the data active means inhibition above about 50%;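 further: plate controls were vehicle with enzyme for no effect and no enzyme for full effect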
The depositor's hits bear a star; i = inactive; . = no result given. An excerpt; count on the stated rates, not on these rows.

SMILES	Yfh1-off respiration	LYP phosphatase
COC(=O)C1=C(c2ccccc2)C[C@@H]2CC[C@H]1N2C(=O)NCc1ccc(C(F)(F)F)cc1	i	.
COc1ccc(C(O)CNC(C)C)c(F)c1OC (configuration not stated)	i	.
CC[C@@H](CO)C1CC2NC3CC4(c5ccccc5N(C)[C@@H]24)C(O)C31 (some centres not stated)	i	.
CCN1C[C@]2(CO)CC[C@H](OC)[C@@]34C5C[C@H]6[C@H](OC)C5[C@](O)(C[C@H]6OC)[C@@H](C(OC)C23)[C@@H]14 (some centres not stated)	i	.
COC(=O)C1=C(c2ccc(S(C)(=O)=O)cc2)C[C@@H]2CC[C@H]1N2C(=O)NCCNC(C)=O	i	.
C=C1[C@H]2C[C@H]3[C@H]4N5C[C@]6(C)CCC[C@]47[C@H]([C@H]2O)[C@]3(C[C@]5(O)[C@H]67)[C@@H]1O	i	.
CC(N)Cc1c[nH]c2ccc(Cl)cc12 (configuration not stated)	i	.
CN1CCN(c2ccc3c(c2)S(=O)(=O)c2ccccc2C3=O)CC1	i	.
CCOC(=O)c1ccccc1NC(=O)c1c(O)[nH]c(=S)[nH]c1=O	i	.
COC(=O)C1=C(c2cccc(OC)c2OC)C[C@@H]2CC[C@H]1N2C(=O)NCCCOC(C)C	i	.
Cc1nnc2ccc(-c3cccc(C(F)(F)F)c3)nn12	i	.
COC(=O)C1=C(c2cccc(OC)c2OC)C[C@@H]2CC[C@H]1N2C(=O)NCc1cccc2ccccc12	i	.
COC(=O)C1=C(c2ccc(S(C)(=O)=O)cc2)C[C@@H]2CC[C@H]1N2C(=O)NCc1cccc2ccccc12	i	.
CCCNC(=O)N1[C@H]2CC[C@@H]1C(C(=O)OC)=C(c1ccccc1)C2	i	.
C/C(=N\NC(=O)c1ccncc1)c1c(O)[nH]c(=O)[nH]c1=O	i	.
COC(=O)C1=C(c2cccc(OC)c2OC)C[C@@H]2CC[C@H]1N2C(=O)N1CCCC1	i	.
COc1ccc(C(CN(C)C)C2(O)CCCCC2)cc1 (configuration not stated)	i	.
COC(=O)C1=C(c2ccc(S(C)(=O)=O)cc2)C[C@@H]2CC[C@H]1N2C(=O)N1CCOCC1	i	.
S=C(NC1CCCCC1)N1CCC(c2cnc[nH]2)CC1	i	.
COc1ccc(CCN)cc1O	i	.

Given bar-delimited: 5 of the compounds above.
mol | Yfh1-off respiration | LYP phosphatase
COC(=O)C1=C(c2ccc(S(C)(=O)=O)cc2)C[C@@H]2CC[C@H]1N2C(=O)NCc1cccc2ccccc12 | i | .
CCCNC(=O)N1[C@H]2CC[C@@H]1C(C(=O)OC)=C(c1ccccc1)C2 | i | .
C/C(=N\NC(=O)c1ccncc1)c1c(O)[nH]c(=O)[nH]c1=O | i | .
COC(=O)C1=C(c2cccc(OC)c2OC)C[C@@H]2CC[C@H]1N2C(=O)N1CCCC1 | i | .
COc1ccc(C(CN(C)C)C2(O)CCCCC2)cc1 (configuration not stated) | i | .

Structural class: the compounds so far with a carbonyl joined to an NH by a bond outside any ring.
SMILES	Yfh1-off respiration	LYP phosphatase
COC(=O)C1=C(c2ccccc2)C[C@@H]2CC[C@H]1N2C(=O)NCc1ccc(C(F)(F)F)cc1	i	.
COC(=O)C1=C(c2ccc(S(C)(=O)=O)cc2)C[C@@H]2CC[C@H]1N2C(=O)NCCNC(C)=O	i	.
CCOC(=O)c1ccccc1NC(=O)c1c(O)[nH]c(=S)[nH]c1=O	i	.
COC(=O)C1=C(c2cccc(OC)c2OC)C[C@@H]2CC[C@H]1N2C(=O)NCCCOC(C)C	i	.
COC(=O)C1=C(c2cccc(OC)c2OC)C[C@@H]2CC[C@H]1N2C(=O)NCc1cccc2ccccc12	i	.
COC(=O)C1=C(c2ccc(S(C)(=O)=O)cc2)C[C@@H]2CC[C@H]1N2C(=O)NCc1cccc2ccccc12	i	.
CCCNC(=O)N1[C@H]2CC[C@@H]1C(C(=O)OC)=C(c1ccccc1)C2	i	.
C/C(=N\NC(=O)c1ccncc1)c1c(O)[nH]c(=O)[nH]c1=O	i	.

Back to the main list, starting six compounds before the break.
SMILES	Yfh1-off respiration	LYP phosphatase
C/C(=N\NC(=O)c1ccncc1)c1c(O)[nH]c(=O)[nH]c1=O	i	.
COC(=O)C1=C(c2cccc(OC)c2OC)C[C@@H]2CC[C@H]1N2C(=O)N1CCCC1	i	.
COc1ccc(C(CN(C)C)C2(O)CCCCC2)cc1 (configuration not stated)	i	.
COC(=O)C1=C(c2ccc(S(C)(=O)=O)cc2)C[C@@H]2CC[C@H]1N2C(=O)N1CCOCC1	i	.
S=C(NC1CCCCC1)N1CCC(c2cnc[nH]2)CC1	i	.
COc1ccc(CCN)cc1O	i	.
COC(=O)C1=C(c2cc3ccccc3s2)C[C@@H]2CC[C@H]1N2C(=O)NCc1ccc(C(F)(F)F)cc1	i	.
COC(=O)C1=C(c2ccc(S(C)(=O)=O)cc2)C[C@@H]2CC[C@H]1N2C(=O)NC(C)C	i	.
CCC1(C)CN(S(=O)(=O)OCC(Cl)(Cl)Cl)C(=O)N1 (configuration not stated)	.	-16%
O=CNc1ccc(OP(=O)(Oc2ccccc2)Oc2ccccc2)cc1	.	-10%
O=C(CCC(=O)N1CC2C[C@@H](C1)Cn1c2cccc1=O)NCCc1ccccc1F	.	-11%
O=[N+]([O-])c1ccc2c(c1)C(c1ccccc1)=NCCN2	.	-6%
CC(C)c1ccc(NC(=O)CSc2nnc(OC(=O)N(C)C)n2C2CC2)cc1	.	-6%
O=C(CCC(=O)N1C[C@H]2C[C@@H](C1)c1cccc(=O)n1C2)NCc1cccc(C(F)(F)F)c1	.	-4%
O=C(CCN1CCCCC1)Nc1ccc(Br)cc1C(=O)c1ccccc1	.	-5%
O=C(Cc1ccccc1)N1CCN(Cc2cccc(Cl)c2)CC1	.	-7%
CC(=Nc1ccccc1N)c1c(O)n(C)c(=O)n(C)c1=O	.	-8%
COc1ccc(NS(=O)(=O)c2ccc(OCC(=O)N3CCN(C)CC3)cc2)cc1Cl	.	-8%
COc1ccc(NC(=O)c2cn(CCC#N)nc2-c2ccc(OC)c(OC)c2)cc1	.	-16%
CC(Cc1ccccc1)NC(=O)CCCCC(=O)NC(C)Cc1ccccc1 (configuration not stated)	.	-6%
O=C1Nc2ccccc2C(c2ccccc2)=NC1O (configuration not stated)	.	-8%
O=[N+]([O-])c1cnc2ccc3ccccc3c2c1	.	0%
O=c1c2ccccc2nc(Cc2ccccc2)n1-c1ccccc1	.	-9%
COc1ccc(CNCCc2ccc3c(c2)OCO3)cc1Br	.	-8%
CCOC(=O)C1(CCc2ccccc2)CCN(Cc2ccc(NC(C)=O)cc2)CC1	.	1%
COc1ccc(-n2c(O)c(/C=C3\C=Nc4ccc(Br)cc43)c(=O)[nH]c2=O)c(OC)c1	.	7%
Cc1nn(CC(=O)N2CCC3(CC2)OCCO3)c(=O)c2cc3ccccc3n12	.	-15%
CCCCCn1cc(C(=O)C(=O)N2CCOCC2)c2ccccc21	.	-8%
COc1ccccc1-n1c(-c2ccccc2Br)nc2ccccc2c1=O	.	-2%
CCN1CCN(C(=O)COc2ccc(S(=O)(=O)Nc3ccc(Cl)cc3)cc2)CC1	.	-12%
C[C@]12C=CC(=O)C=C1CC[C@@H]1C2CC[C@]2(C)OC(=O)CCC12 (some centres not stated)	.	-8%
O=C(Nc1cccc(C(F)(F)F)c1)OC1CN2CCC1CC2 (configuration not stated)	.	-5%
CC1=Nc2cc(C(=O)N3CCC4(CC3)OCCO4)ccc2Sc2ccc(Cl)cc21	.	-7%
N#Cc1ccc(NC(=O)CN2CCCCCC2)cc1Cl	.	-6%
COc1ccc(OC)c(NP(=O)(Oc2ccccc2)Oc2ccccc2)c1	.	-2%
O=C(CCC(=O)N1CC2C[C@@H](C1)Cn1c2cccc1=O)NCCc1ccccc1	.	-4%
O=C(c1ccc(F)c([N+](=O)[O-])c1)N1CC2CC(C1)c1cccc(=O)n1C2 (configuration not stated)	.	-6%
c1cc2c(cc1CN1CCNCC1)OCO2	.	-9%
O=Cc1c(C(=O)O)n(Cc2ccc(F)cc2Cl)c2ccccc12	.	4%
CCOc1ccc(CN2CCCC(C(=O)c3ccccc3OC)C2)cc1 (configuration not stated)	.	-12%
C[C@@H]1CC[C@@]2(NC1)O[C@H]1C[C@H]3[C@@H]4CC=C5C[C@@H](O)CC[C@]5(C)[C@H]4CC[C@]3(C)[C@H]1[C@@H]2C	.	-6%
COc1cccc(-c2nn(Cc3ccccc3)cc2C(=O)O)c1	.	-12%
COc1c(C=C2C(=O)NC(=O)NC2=O)c(CCN(C)C(=O)c2ccccc2)cc2c1OCO2	.	-3%
C[C@]12CC[C@H]3C(CCC4(O)CC(O)CC[C@]34C=O)C1=CC[C@H]2c1ccc(=O)oc1 (some centres not stated)	.	-7%
c1ccc(CN2CCc3nc4ccccc4cc3C2)cc1	.	-8%
COc1ccc(N=Cc2c(O)n(C)c(=O)n(C)c2=O)cc1	.	-6%
CCc1ccc(N2C(=O)CC(=O)NC2=O)cc1	.	-9%
c1ccc(CC2CCCCN2)cc1 (configuration not stated)	.	-8%
CC(Cc1ccccc1)N1Cc2ccccc2C1 (configuration not stated)	.	-8%
Nc1ccc2ccc3cccc[n+]3c2c1	.	-7%
Cc1ccc(C(O)(c2ccc(C)c(C)c2)C2CN3CCC2CC3)cc1C (configuration not stated)	.	-7%
COc1ccc(C(C)=O)cc1CN1CC=C(c2ccccc2)CC1	.	0%
CCN(CC)C(=O)COc1cc(C)cc2oc(=O)c3c(c12)CCCC3	.	-14%
N#Cc1ccc(NC(=O)CN2C(=O)NC3(CCCC3)C2=O)cc1Cl	.	-5%
Cn1c(O)c(/C=C2\C=Nc3ccc(Br)cc32)c(=O)n(C)c1=O	.	-7%
CC(=O)O[C@@]12CO[C@@H]1C[C@H](O)[C@@]1(C)C(=O)[C@H](O)C3=C(C)[C@@H](OC(=O)[C@H](O)[C@@H](NC(=O)c4ccccc4)c4ccccc4)C[C@@](O)([C@@H](OC(=O)c4ccccc4)C12)C3(C)C (some centres not stated)	.	-2%

Further compounds:
SMILES	Yfh1-off respiration	LYP phosphatase
O=c1c2ccccc2nc(/C=C/c2ccc(F)cc2)n1-c1ccccc1O	.	3%
Cc1ccc(N2C(=O)NC(=O)/C(=C\c3cn(CC(=O)O)c4ccccc34)C2=O)cc1	.	-1%
COc1ccc2c(C)c(CCC(=O)N3C[C@H]4C[C@@H](C3)c3cccc(=O)n3C4)c(=O)oc2c1	.	-13%
CN1CCN(c2nc3c(c(=O)[nH]2)CCC3)CC1	.	-11%
CCNCC(O)c1cccc(O)c1 (configuration not stated)	.	-9%
CCOc1cc2c(cc1OCC)-n1cccc1C(c1ccc(OC(F)F)cc1)NC2 (configuration not stated)	.	-4%
CCOc1ccccc1Oc1coc2cc(OC(=O)N(C)C)ccc2c1=O	.	-8%
CCCCN=C[C@]12CCC(O)CC1(O)CCC1[C@@H]2CC[C@]2(C)[C@H](C3C=CC(=O)O3)CCC12O (some centres not stated)	.	-8%
COc1ccc(CNCCc2ccc3c(c2)OCO3)c(OC)c1OC	.	-7%
Fc1ccccc1CNCCc1ccc2c(c1)OCO2	.	-4%
COC(=O)COc1ccc(/C=C2\C(=O)NC(=S)N(c3ccc(C)cc3)C2=O)cc1OC	.	-5%
CCCCCn1c(=O)c(C(=O)Nc2cccc(C)n2)c(O)c2ccccc21	.	-9%
CN(C)C(=O)Oc1ccc2c(c1)O/C(=C\c1cccc(Cl)c1)C2=O	.	-6%
CN1CCN(C(=O)O[C@H]2c3nccnc3C(=O)N2c2ccc(Cl)cn2)CC1	.	-9%
COc1ccccc1N1CCN(C2CCCN(C(=O)COc3ccccc3Cl)C2)CC1 (configuration not stated)	.	-10%
CCN(CC)S(=O)(=O)c1ccc(C(=O)NC2CN3CCC2CC3)cc1 (configuration not stated)	.	-9%
CN1CCN(Cc2cn(C)c3ccccc23)CC1CCO (configuration not stated)	.	-7%
Cc1cccc(NC(=O)[C@@H](NC(=O)N2C[C@H]3C[C@@H](C2)c2cccc(=O)n2C3)C(C)C)c1	.	-7%
CCCc1cc(=O)oc2cc(OCC(=O)N3CCN(Cc4ccc5c(c4)OCO5)CC3)ccc12	.	0%
CCCOc1ccc(C(C)=O)cc1Cc1c(O)[nH]c(=S)[nH]c1=O	.	-8%
COc1cc(/C=C/c2nc3ccccc3c(=O)n2-c2ccc(O)cc2)ccc1O	.	-2%
O=c1[nH]c(O)c(C=Nc2cccc(F)c2)c(=O)[nH]1	.	2%
O=S(=O)(NC1CN2CCC1CC2)c1ccc(Cl)cc1 (configuration not stated)	.	-2%
